Compound activity as filed in PubChem.
TRPC4 potent: allosterically enhances the mouse TRPC4 cation channel. Q9QUQ5. B-score at 10 µM. hit rate 0.42% among 310,000. HEK293 TRPC4beta/mu-opioid, DAMGO EC20, Fluo-4 Ca2+ flux; active compounds read high;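 active means B-score of calcium response area above 5 SD of library B-scores, with initial fluorescence ratio within 5 SD of library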;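 further: B-score of integrated fluorescence ratio over time as area under calcium response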
TRPC4 block: blocks the mouse TRPC4 cation channel | HEK293 TRPC4beta/mu-opioid, DAMGO-evoked Fluo4 calcium flux; active compounds read low | AID 2247 | B-score at 10 µM | hit rate 0.39% among 300,000 | Q9QUQ5;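 active means B-score over 3 SD under the library average, no early fluorescence shift, positive overall ratio signal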
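Signal: kinetic Fluo4 fluorescence imaging of calcium influx. Material: stable TRPC4beta/mu-opioid receptor HEK293 cells. Probe or stimulus: DAMGO in two steps, submaximal then maximal.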
TRPC6 inhibitor: mouse TRPC6 channel inhibition. Q61143. HEK293-TRPC6, membrane potential dye, ACh-evoked depolarization; active compounds read low. B-score at 10 µM. hit rate 1.1% among 310,000;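 active means B-score under library mean minus 3 SD, initial fluorescence not abnormally high, positive integrated signal ratio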;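 further: B-score derived from integrated fluorescence ratio over the kinetic read; more negative B-score means stronger inhibition of depolarization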
TRPC4 agonist: activators of mouse TRPC4 channel. AID 2237. hit rate 0.49% among 310,000. B-score at 10 µM. HEK293 TRPC4beta/mu-opioid, Fluo4 calcium fluorescence; active compounds read high;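 active means B-score above 5 SD of library B-scores, and initial fluorescence ratio not above library mean plus 5 SD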;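 further: positive B-score marks a calcium rise read as TRPC4 activation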
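Test system: HEK293 cells stably co-expressing mouse TRPC4beta and mu-opioid receptor | Schedule: Fluo4 dye loading 45 min at room temperature, 110 s recording | Measured by: Kinetic Fluo4 calcium fluorescence, 5 s baseline at 1 Hz | Evaluation: B score of integrated ratio | Controls: Buffer (low) and maximal DAMGO (high)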
MrgX1 antag: human MrgX1 receptor antagonism, primary screen; B-score at 10 µM; MRGX1-HEK293 calcium flux, Fluo-4, BAM8-22 antagonism; active compounds read low; hit rate 1.3% among 310,000; Q96LB2; AID 588676;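 active means calcium-response B-score plate-corrected more than 3 library SD below zero, starting fluorescence within 5 deviations, no agonist response on first addition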;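 further: peak minus trough fluorescence over baseline after final BAM8-22 challenge near maximal dose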
Target sequence (Q96LB2 whole entry, looked up): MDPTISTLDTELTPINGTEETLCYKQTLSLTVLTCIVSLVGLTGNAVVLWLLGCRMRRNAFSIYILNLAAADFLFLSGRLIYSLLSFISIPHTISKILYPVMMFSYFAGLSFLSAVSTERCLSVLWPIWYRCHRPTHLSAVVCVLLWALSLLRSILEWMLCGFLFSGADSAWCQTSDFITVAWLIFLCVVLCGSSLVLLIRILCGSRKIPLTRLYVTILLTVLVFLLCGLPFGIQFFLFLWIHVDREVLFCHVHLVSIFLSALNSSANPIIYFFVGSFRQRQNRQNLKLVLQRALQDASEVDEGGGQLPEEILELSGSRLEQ
KLF5 inh: suppresses KLF5 promoter-driven expression | DLD-1 KLF5 promoter-luciferase reporter, luminescence | inhibition, % at 5 µM | hit rate 0.23% among 290,000 | AID 1700;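 active means inhibition above a per-plate limit of that plate's mean compound inhibition plus 3 SD, cut at about 60% in these data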;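 further: 0% = DMSO wells and 100% = LY294002 at 200 µM; higher means less KLF5 promoter-driven luciferase light; inactives centre near -14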
IEC-6 cytotox: counter-screen for KLF5 inhibitors: cytotoxicity in IEC-6 cells. inhibition, % at 5 µM. IEC-6 cytotoxicity, luminescence viability. hit rate 0.78% among 290,000. AID 1825; in the data active means inhibition above about 22%;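 further: 0% = plate median of test compound wells and 100% = cytotoxic reference compound wells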
HIF activator: HIF pathway transcriptional activation. U2OS HRE-luciferase reporter, luminescence; normalized: DMSO 0%, desferrioxamine 100%. activation, % at 7.5 µM (by protocol). hit rate 0.32% among 300,000;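 active means mean activation of at least 10% of the iron chelator positive control signal, with at least half of replicates also reaching 10%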
SKKanGAS inh: blocks kanamycin growth of S. pyogenes SKKanGAS strain. BacTiter-Glo, 6 h. inhibition, % at 7.5 µM. hit rate 1.3% among 300,000;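 active means mean replicate score, as percent of positive control median, at least 50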;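 further: strain carries kanamycin resistance gene driven by streptokinase promoter and grows in 40 µg/ml kanamycin; loss of luminescence reflects streptokinase promoter inhibition or plain growth inhibition; 0% = median of DMSO wells and 100% = positive control at its reference dose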
TRPC6 act: activators of mouse TRPC6 channel. Q61143. AID 2550. B-score at 10 µM. hit rate 0.13% among 310,000. HEK293-TRPC6 membrane potential dye fluorescence; active compounds read high;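 active means B-score of the integrated fluorescence ratio above library mean plus 3 SD, and starting fluorescence ratio within library mean plus 5 SD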;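 further: higher score means more depolarization so channel activation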
aSyn 5UTR inh: 5' untranslated region of α-synuclein, MLPCN primary screen. inhibition, % (tested at 7.5 µM). hit rate 0.82% among 300,000. alpha-synuclein 5'UTR reporter, inhibitor activity; in the data active means inhibition above about 60%;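 further: H4 neuroglioblastoma cells stably carrying SNCA 5'UTR luciferase fusion; 0% = DMSO wells and 100% = positive control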
Numbers without * were called inactive; i = inactive; / = no result given.

Values run as follows: TRPC4 potent	TRPC4 block	TRPC6 inhibitor	TRPC4 agonist	MrgX1 antag	KLF5 inh	IEC-6 cytotox	HIF activator	SKKanGAS inh	TRPC6 act	aSyn 5UTR inh
- O=S(=O)(c1cc(Cl)cc(Cl)c1O)N1CCC2(CC1)OCCO2
 : i	i	i	i	i	-13	-1	-0.2	16	i	-7
- O=C(NCCc1nc2ccccc2[nH]1)c1ccc(F)cc1
 : i	i	i	i	i	-9	8	0.0	4	i	-3
- c1ccc(-n2nnnc2SCc2cn3ccccc3n2)cc1
 : i	i	i	i	i	-3	4	-0.2	-1	i	-32
- O=C(CN1c2cccc3cccc(c23)S1(=O)=O)Nc1ccccc1F
 : i	i	i	i	i	-39	3	-1.6	3	i	6
- O=C1[C@H]2[C@H](C=CC[C@H]2C(=O)N2CCN(c3ccccc3)CC2)CCN1Cc1ccc(Cl)c(Cl)c1
 : i	/	i	i	i	/	/	0.1	40	i	0
- O=C1c2ccc(-c3ccc4c(c3)C(=O)N(CCO)C4=O)cc2C(=O)N1CCO
 : i	i	i	i	i	-16	6	-0.4	5	i	-3
- COc1ccccc1C(=O)N(Cc1ccco1)C1CCS(=O)(=O)C1 (stereo not drawn)
 : i	i	i	i	i	-36	2	-4.0	-14	i	-2
- O=S(=O)(N1CCOCC1)N1CCCN(S(=O)(=O)N2CCOCC2)CC1
 : i	i	i	i	i	13	-1	0.2	2	i	-4
- CCOc1ccc2nc(SCC(=O)NCc3ccc(S(N)(=O)=O)cc3)sc2c1
 : i	i	i	i	i	-40	-2	0.9	-5	i	-12
- Cc1nn(Cc2c(Cl)cccc2Cl)c(Cl)c1/C=N/NC(=O)c1cccnc1
 : i	i	i	i	i	-26	0	0.9	5	i	-52
- Cc1c(O)ccc(/C(Cc2ccc3ccccc3n2)=N\N)c1O
 : i	i	i	i	i	-29	4	3.7	29	i	-64
- CCn1cc(C(=O)O)c(=O)c2cc(F)c(N/N=C/c3ccccc3)cc21
 : i	i	i	i	i	3	-7	0.9	32	i	13
- Cn1cnc(S(=O)(=O)Nc2ccc(OC(F)(F)F)cc2)c1
 : i	i	i	i	i	-25	3	0.3	-26	i	1
- Nc1nc(SCC(=O)N2CCCCC2)[nH]c(=O)c1NC(=O)c1cccs1
 : i	i	i	i	i	-22	0	0.0	-2	i	1
- Oc1ccc(-c2cnns2)c(O)c1
 : i	i	i	i	i	-21	0	-0.4	8	i	-56
- CC(=O)c1ccc(OCC(C)Oc2ccc(C#N)cc2)cc1 (stereo not drawn)
 : i	i	i	i	i	-15	-3	-0.1	4	i	-1
- O=C(Nc1ccccc1Cl)/C(Cl)=C(\Cl)S(=O)c1ccccc1 (stereo not drawn)
 : i	i	i	i	i	33	97*	-2.1	75*	i	-5
- COc1ccc(CC(=O)NNC(=O)CCc2ccccc2)cc1OC
 : i	i	i	i	i	-14	2	1.3	2	i	13
- CC1CCCCC1NC(=O)CSc1nnc(COc2ccccc2Cl)o1 (stereo not drawn)
 : i	i	i	i	i	-20	3	0.1	-25	i	18
- CC(C)n1cc(C(=O)N2CCCC(N3CCN(c4ccc(F)cc4)CC3)C2)cn1 (stereo not drawn)
 : i	i	i	i	i	-30	-7	-0.1	-3	i	9
- Cc1ccc(OCc2nnc(NC(=O)c3ccco3)s2)c(C)c1
 : i	i	i	i	i	20	-2	0.5	2	i	-10
- CCOC(=O)C1CCN(C(=O)COC(=O)CNC(=O)c2ccc(OC)cc2)CC1
 : i	i	i	i	i	-23	5	-0.5	-5	i	8
- O=C(Cn1nnc(-c2ccccc2)n1)NC1CCS(=O)(=O)C1 (stereo not drawn)
 : i	i	i	i	i	/	/	0.2	-5	i	-9
- [O-]/[N+](=C\c1ccco1)c1ccc(Cl)cc1
 : i	i	i	i	i	-47	-3	3.5	5	i	-164
- CC(=O)N1c2ccc(S(=O)(=O)N3CCC(C(=O)N4CCC(C)CC4)CC3)cc2CC1C (stereo not drawn)
 : i	i	i	i	i	8	3	0.1	0	i	0
- CCOc1ccc(N2CC(O)Cn3c2nc2c3c(=O)n(CCCc3ccccc3)c(=O)n2C)cc1 (stereo not drawn)
 : i	i	i	i	i	1	4	-0.3	-3	i	9
- Cc1ccc(C)c(S(=O)(=O)N2CCN(C(=O)Cn3cnc4c3c(=O)n(C)c(=O)n4C)CC2)c1
 : i	i	i	i	i	-26	4	-0.9	22	i	7
- O=C(Nc1ccccc1Br)c1ccccc1-c1ccccc1
 : i	i	i	i	i	-9	18	1.7	8	i	23
- c1ccc(-c2nnc(-c3ccccn3)s2)nc1
 : i	i	i	i	i	-93	-2	-4.3	5	i	78*
- c1cc(-c2sc(-c3ccncc3)c(-c3ccncc3)c2-c2ccncc2)ccn1
 : i	i	i	i	i	-10	13	0.9	13	i	11
- O=C(CN(Cc1ccccc1Cl)C(=O)CCC(=O)Nc1nccs1)NCC1CCCO1 (stereo not drawn)
 : i	i	i	i	i	-13	-5	-0.2	5	i	21
- Cc1ccc2oc(C(=O)N3CCCCCC3)c(C)c2c1
 : i	i	i	i	i	-104	6	2.0	-4	i	-78
- COc1ccc(NC(=O)c2ccc(NC3CC(=O)N(c4ccc(C)cc4C)C3=O)cc2)cc1 (stereo not drawn)
 : i	i	i	i	i	-2	2	-0.7	1	i	-3
- CC12CCC(C/C1=N/NC(=O)COc1ccccc1Cl)C2(C)C (stereo not drawn)
 : i	i	i	i	i	-37	-6	0.3	-16	i	-12
- C=CCNC(=O)C1CCN(C(=O)c2ccc(-c3ccccc3)cc2)CC1
 : i	i	i	i	i	16	-1	0.8	-10	i	13
- Cc1cc(C)nc(/N=C(\N)Nc2cccc(OCc3ccccc3)c2)n1
 : i	i	-5.4*	i	i	-2	17	1.1	12	i	7
- Cc1ccc(Sc2ncccc2COC(=O)Nc2c(C)cccc2C)cc1
 : i	i	i	i	i	-24	3	0.0	6	i	-10
- CCCCNC(=O)c1onc(CSc2ccccc2)c1C(=O)NCCCC
 : i	i	i	i	i	/	/	-0.9	5	i	15
- COc1ccc(-c2nc(C#N)c(NCc3ccccc3Cl)o2)cc1OC
 : i	i	i	i	i	-27	-5	0.8	-18	i	-34
- Cc1ccc(C(=O)NC2CCN(S(=O)(=O)c3ccccc3)CC2)cc1
 : i	i	i	i	i	-4	-7	-1.4	-5	i	32
- CCOc1ccc(C(=O)CCC(=O)Nc2cc(C)ccn2)cc1
 : i	i	i	i	i	/	/	1.3	2	i	-18
- CCC(C(=O)NC(C)CCc1ccccc1)n1nc(C)n2c(cc3occc32)c1=O (stereo not drawn)
 : i	i	i	i	i	12	1	0.0	-3	i	15
- Cc1ccc(N(CC(=O)NC(C)(C)C)C(=O)CS(=O)CC(=O)Nc2ccc3c(c2)OCO3)cc1 (stereo not drawn)
 : i	i	i	i	i	-36	-5	0.2	-23	i	12
- C#CCOCCOCCOCCNc1nc(N2CCN(C(=O)[C@H]([C@@H](C)CC)n3cc([C@@H](N)CC(C)C)nn3)CC2)nc(N2CCN(C(=O)[C@H](Cc3ccc(O)cc3)n3cc([C@@H](N)C(C)CC)nn3)CC2)n1 (stereo partly drawn)
 : i	i	i	i	i	-18	-4	0.1	-2	i	-14
- O=C(c1n[nH]c(=O)c2ccccc12)N1CCN(c2ccc(F)cc2)CC1
 : i	i	i	i	i	-8	3	0.0	5	i	9
- Cc1cc(NCc2cccnc2)no1
 : i	i	i	i	i	-13	-4	0.2	0	i	15
- CCOC(=O)c1sc(NC(=O)c2c(OC)cccc2OC)nc1C
 : i	i	i	i	i	-10	3	-0.4	-2	i	-3
- Cc1cccc(N2CCN(C(=O)C3CCN(S(=O)(=O)c4cccc5nsnc45)CC3)CC2C)c1 (stereo not drawn)
 : i	i	i	i	i	-21	-5	-0.5	6	i	36
- Cc1cccc(OCc2nnc(SCC(=O)Nc3ncc(C)s3)o2)c1
 : i	i	i	i	i	-23	-2	0.1	-9	i	0
- N#Cc1ccc(CSc2nnc(-c3ccccc3)n2Cc2ccco2)cc1
 : i	i	i	i	i	-6	-3	-0.8	0	i	30
- CCCCc1nc2ccc(S(=O)(=O)O)cc2[nH]1
 : i	i	i	i	i	10	0	-0.2	-5	i	-20
- O=C(OCc1cccnc1)C1=Cc2ccccc2OC1
 : i	i	i	i	i	-48	-2	1.4	-16	i	-49
- COc1ccc(NC(=O)C2CCC(=O)N2C(=O)OCc2ccccc2)cc1 (stereo not drawn)
 : i	i	i	i	i	-13	-6	0.4	-2	i	-10
- Cc1ccc(-n2ncc3c(=O)[nH]cnc32)c(C)c1
 : i	i	i	i	i	-36	5	-0.2	1	i	13
- CCOC(=O)c1nn(-c2cccc(Cl)c2)c2nc(Nc3ccccc3)cc(=O)n12
 : i	i	i	i	i	8	-4	0.0	27	i	-5
- Cc1ccc2nc(/C(C#N)=N/O)[nH]c2c1
 : i	i	i	i	i	-45	1	0.6	-1	i	1
- CC(C)NC(=O)c1onc(CSc2ccc(F)cc2)c1C(=O)NC(C)C
 : i	i	i	i	i	/	/	-0.2	2	i	16
- CC(=O)c1c(C)n(C)c2ccc(OC(=O)c3ccco3)cc12
 : i	i	i	i	i	-22	1	0.3	-2	i	-19
- O=C(Nc1ccccc1C(=O)O)c1ccc(N2C(=O)C3CC=CCC3C2=O)cc1 (stereo not drawn)
 : i	i	i	i	i	4	1	2.5	15	i	-1
- Cc1nc(-c2ccc(C(=O)Nc3ccccc3F)cc2)cs1
 : i	i	i	i	i	71*	-4	-1.4	22	i	92*

Next section
Values run as follows: TRPC4 potent	TRPC4 block	TRPC6 inhibitor	TRPC4 agonist	MrgX1 antag	KLF5 inh	IEC-6 cytotox	HIF activator	SKKanGAS inh	TRPC6 act	aSyn 5UTR inh
- Cc1ccc(C(=O)N/N=C/c2c(O)ccc3ccccc23)cn1
 : i	i	i	i	i	94*	39*	37*	60*	i	62*
- Cc1ccccc1NC(=O)Cc1nnc(SCC(=O)Nc2ccccc2)n1C
 : i	i	i	i	i	-1	-2	-0.2	-6	i	20
- COc1ccccc1OCCCCn1c(C(C)O)nc2ccccc21 (stereo not drawn)
 : i	i	i	i	i	-16	-6	0.4	-6	i	-7
- COC(=O)/C(=C/c1cccnc1)NC(=O)c1ccccc1
 : i	i	i	i	i	-23	-4	0.9	-18	i	-15
- CS(=O)(=O)Nc1ccc(C(=O)NC2CCCCC2)cc1
 : i	i	i	i	i	1	-6	0.0	-8	i	10
- CC1(C)CC(=O)C2=C(C1)N=c1s/c(=C/c3ccc(F)c(F)c3)c(=O)n1C2c1ccc(F)cc1 (stereo not drawn)
 : i	i	i	i	i	4	2	-0.1	-6	i	-32
